Screens (PubChem BioAssay)
AmpC no deterg = blocks E. coli AmpC beta-lactamase in detergent-free assay | P00811 | AmpC nitrocefin hydrolysis, absorbance 480 nm, 0.0001% Triton | Potency, µM (series often up to 57.1 µM), for the others: at the top dose activity change, negative = inhibition, actives largely listed as inhibitors | 330,000 tested, 0.52% active | AID 485341;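 note: potency is the fitted concentration of half-maximal effect; plate controls were no compound for no effect and no enzyme for full effect; nearly all actives have a fitted effect of over 20% in size; some results filed as inactive show a strong effect at the top dose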
Target sequence (P00811 whole entry, looked up): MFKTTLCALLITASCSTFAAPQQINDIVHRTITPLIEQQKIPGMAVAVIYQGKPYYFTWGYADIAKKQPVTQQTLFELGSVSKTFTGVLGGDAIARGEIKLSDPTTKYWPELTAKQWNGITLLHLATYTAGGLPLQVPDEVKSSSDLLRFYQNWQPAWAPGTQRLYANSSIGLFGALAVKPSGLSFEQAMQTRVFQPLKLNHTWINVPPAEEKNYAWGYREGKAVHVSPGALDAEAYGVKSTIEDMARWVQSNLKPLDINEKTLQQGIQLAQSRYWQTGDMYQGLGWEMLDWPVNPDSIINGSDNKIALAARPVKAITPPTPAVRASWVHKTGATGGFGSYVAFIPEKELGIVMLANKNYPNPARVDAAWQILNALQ
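AmpC (5.3 nM in the dispensed reagent) in 20 mM phosphate pH 7.0 with 0.01% (detergent screen) or 0.0001% Triton X-100 was preincubated with compounds for 15 min at room temperature. Nitrocefin was then added from an 800 uM solution, and hydrolysis was followed at 480 nm.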
AMA1 RON2 block = disrupts binding of P. falciparum AMA1 to RON2 | 360,000 tested, 0.2% active | Potency, µM (top dose mostly 58.2 µM), for the others: top-dose activity change, negative = inhibition, most hits filed as inhibitors | AlphaScreen AMA1-biotinylated RON2 peptide binding;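 note: potency is the fitted concentration of half-maximal effect; 0% = vehicle wells and -100% = peptide control; nearly all actives have a fitted effect of over 45% in size; some results filed as inactive show a strong effect at the top dose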
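AMA1 (3D7) with his tag at 25 nM final met compounds first, then biotinylated RON2 peptide at 25 nM; detection used donor plus acceptor beads, 10 µg/mL apiece, read by AlphaScreen after 30 min at room temperature.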
Tb PYK inh = T. brucei pyruvate kinase inhibition; Q57TT1; TbPYK enzyme, Kinase-Glo Plus ATP luminescence, 45 min; Potency, µM (doses to about 76.8 µM), for inactives: at the highest dose activity, negative = inhibition, most hits filed as inhibitors; 410,000 tested, 0.12% active; AID 624173; note: potency is the fitted concentration of half-maximal effect; nearly all actives have a fitted effect of over 50% in size
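Enzyme and substrate buffer are dispensed first and compound is pin-transferred. ADP at 130 uM final then starts the reaction, which runs 45 min at room temperature. Detection reagent is added for 10 min before luminescence is imaged.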
AmpC inh detg = AmpC beta-lactamase inhibition with detergent present; P00811; AmpC hydrolysis of nitrocefin, absorbance 480 nm, 0.01% Triton; Potency, µM (top dose mostly 114 µM), inactives show at the highest dose activity change, negative = inhibition, usual class: inhibitors; 370,000 tested, 0.041% active; AID 485294;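 note: potency is the fitted concentration of half-maximal effect; 0% = no-compound wells and -100% = no-enzyme wells; nearly all actives have a fitted effect of over 25% in size; some results filed as inactive show a strong effect at the top dose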
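20 mM phosphate pH 7.0 + 0.01% (detergent screen) or 0.0001% Triton X-100; 5.3 nM AmpC reagent; cpd preinc 15 min RT; nitrocefin (800 uM stock) to start; A480 q20 s × 4 min; Activity was normalised to no-enzyme and no-compound control wells.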
HCMV inh = inhibitors of human cytomegalovirus | HFF cells, HCMV-luciferase reporter, 72 h; active compounds read low | activity change, negative = inhibition, % at 57.5 µM | 410,000 tested, 4.5% active | AID 1259415; in the data active = activity change below about -60%; inconclusive = no clear call, values can overlap the other calls; inactive = above about -39%
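After 16 h attachment at 37C, HFF cells received test compound and HCMV-luciferase (1 PFU/cell); reporter luminescence read 72 h later, data normalized against buffer-only and known inhibitor Salinomycin.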
LmPK inhibitor = blocks Leishmania mexicana pyruvate kinase activity. purified LmPK, Kinase-Glo ATP luminescence, 1 h. Potency, µM (series often up to 57.5 µM), without a hit: at the highest dose activity change, negative = inhibition, hits mostly inhibitors. 290,000 tested, 0.37% active; note: potency is the fitted concentration of half-maximal effect
Target sequence (Q27686 whole entry, looked up): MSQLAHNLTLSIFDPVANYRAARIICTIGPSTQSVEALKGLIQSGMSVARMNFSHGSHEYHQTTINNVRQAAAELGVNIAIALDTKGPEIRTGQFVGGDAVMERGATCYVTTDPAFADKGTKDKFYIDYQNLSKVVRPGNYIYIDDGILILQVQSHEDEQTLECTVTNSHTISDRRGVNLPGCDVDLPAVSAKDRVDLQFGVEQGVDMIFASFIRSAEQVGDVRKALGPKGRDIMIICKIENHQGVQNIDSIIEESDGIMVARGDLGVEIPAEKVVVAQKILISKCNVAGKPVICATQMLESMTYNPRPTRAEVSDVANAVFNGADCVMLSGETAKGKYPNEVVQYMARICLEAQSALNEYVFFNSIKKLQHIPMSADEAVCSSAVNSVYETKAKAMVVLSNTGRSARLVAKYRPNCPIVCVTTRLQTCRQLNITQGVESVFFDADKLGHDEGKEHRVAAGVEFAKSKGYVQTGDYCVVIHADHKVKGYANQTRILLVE
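qHTS format; LmPK 0.1 nM; substrates PEP 0.5 mM and ADP 0.1 mM. One-hour room-temperature incubation, then coupled luciferase luminescence; 0.5 nM enzyme wells mark activation.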
HCV inh = HCV inhibition; Huh7.5.1 HCVcc-Cre infection, luciferase reporter, 44 h; Potency, µM (doses to about 41.8 µM), for the others: at the highest dose activity change, negative = inhibition, hits mostly inhibitors; 340,000 tested, 3.4% active; AID 651820; note: potency is the fitted concentration of half-maximal effect
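Infectious HCV cell culture screen: compound-treated cells (1,000/well, pre-plated 4 h) are infected with HCVcc-Cre at roughly 0.5 moi and grown 44 h. Infection is quantified by luciferase signal after 15 min substrate incubation at room temperature.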
* hit, by the source's call; ? = inconclusive; nt = no result given; & = joins results of further samples; [ ] = dose if it differs, or a comment. Unless noted, calls come from the whole dose curve; as a rule, active = well fitted curve in the direction sought with a large enough effect; inconclusive = small, poorly fitted or top-dose-only effect, or another doubt; inactive = no such curve, though single readings can be large; an effect the other way counts as inactive or inconclusive. Unless noted, % is set by controls: 0 for no effect and ±100 for the full control effect.

SMILES	AmpC no deterg	AMA1 RON2 block	Tb PYK inh	AmpC inh detg	HCMV inh	LmPK inhibitor	HCV inh
O=C(CSc1nnc(CNC(=O)c2ccccc2)o1)NCc1ccc2c(c1)OCO2	-10%	-4%	-8%	3%	-17	1%	-2%
CC(C)C[C@H]1CNC(=S)N1CC1CCCN1C[C@H](Cc1ccccc1)N1C[C@H](Cc2ccc(O)cc2)N(CC2CCCCCC2)C1=S (stereo partly specified)	nt	15%	2%	nt	-101*	nt	6.3µM*
Fc1ccc(-c2nnc(CN3CCC(c4nc5ccccc5s4)CC3)o2)cc1	-5%	22%	-2%	-4%	31	-7%	?
O=C(OCc1ccccn1)c1ccc(COc2ccccc2Cl)o1	26%	11%	1%	-14%	-3	-2%	19%
O=C(c1ccc2ccccc2c1)C1CCCN(C(=O)c2cccnc2)C1 (stereo unspecified)	70%[activator]	-13%	-5%	-2%	-12	-4%	5%
CCCCC1=NN(C(=O)c2cocc2C)C(O)(C(F)(F)F)C1 (stereo unspecified)	-22%	67%[activator]	0%	-7%	35	3%	-1%
COC(=O)C1=C(c2ccccc2OCc2ccccc2)C[C@@H]2CC[C@H]1N2C(=O)NCCCOC(C)C	219%[activator]	-1%	-5%	3%	-18	nt	?
CCCOc1ccc(CNC(=O)C2CCCN(c3nc4c(C)cc(C)cc4s3)C2)cc1 (stereo unspecified)	nt	nt	0%	25%	-24	nt	nt
CCOc1ccc(-c2cccc(NS(=O)(=O)c3c(C)cc(C)cc3C)c2)nn1	nt	nt	0%	22%	?	nt	nt
CCCCN1CC(=O)N2[C@H]3c4cc(Br)ccc4OC[C@@H]3[C@H](C(=O)OCC)[C@]2(C)C1=O	210%[activator]	7%	2%	0%	3	nt	3%
O=C(NCc1ccc(F)cc1)C(Cc1ccccc1)n1cccc1 (stereo unspecified)	-27%	-9%	-4%	-7%	0	-1%	12%
Cc1cc(NC(=O)C(C)SCC(=O)OCc2c(Cl)cccc2Cl)no1 (stereo unspecified)	-23%	-3%	1%	?	?	9%	15%
C/C(=N\N=C(N)N)c1ccc(Cl)cc1Cl	-27%	1%	-1%	5%	?	0%	?
COc1ccc(N2CCN(C(=O)COC(=O)c3ccc(C)o3)CC2)cc1	-8%	13%	4%	?	-24	nt	20%
CCN(CC)C(=O)CSc1nnc(-c2ccccc2)c(-c2ccccc2)n1	29%	1%	-1%	3%	?	-1%	2%
CCN(CC)c1ccc(NC(=O)c2cccnc2)c(C)c1	-32%	35%[activator]	-8%	-13%	-33	-3%	?
NC1=NC[C@H](Cc2ccc(O)cc2)N1CC1CCCCC1	-31%	-5%	0%	7%	-5	-7%	16%
Cc1ccc(CNc2nc(NCc3ccccc3)nc3ccsc23)c(C)c1	nt	?	5%	nt	-63*	nt	nt
O=c1cc(OCc2ccccc2)cc[nH]1	-8%	1.1µM*	0%	?	-31	nt	19%
CCC(=O)NCCc1cc2ccc(C)c(C)c2[nH]c1=O	-13%	8%	4%	-12%	46	-1%	10%

Structures shown so far containing an NH in an aromatic ring, in the order listed:
SMILES	AmpC no deterg	AMA1 RON2 block	Tb PYK inh	AmpC inh detg	HCMV inh	LmPK inhibitor	HCV inh
O=c1cc(OCc2ccccc2)cc[nH]1	-8%	1.1µM*	0%	?	-31	nt	19%
CCC(=O)NCCc1cc2ccc(C)c(C)c2[nH]c1=O	-13%	8%	4%	-12%	46	-1%	10%

(listing goes on)
SMILES	AmpC no deterg	AMA1 RON2 block	Tb PYK inh	AmpC inh detg	HCMV inh	LmPK inhibitor	HCV inh
CN(CC(=O)NCc1ccccc1)S(=O)(=O)c1ccc2[nH]c3c(c2c1)CCCC3	nt	nt	-2%	8%	-23	nt	nt
Cc1nc(N)sc1C(=O)N/N=C/c1ccc([N+](=O)[O-])cc1	-3%	-9%	1%	0%	18	-1%	9%
O=S(=O)(NC1CCCCC1)c1ccc(S(=O)(=O)N2CCN3CCCC3C2)cc1 (stereo unspecified)	48%	-4%	1%	?	-11	1%	-5%
COc1ccc(CN(C(=O)c2snc(C(N)=O)c2N)C(C(=O)NC2CCCC2)c2cc(OC)ccc2OC)cc1 (stereo unspecified)	67%[activator]	-4%	3%	?	19	-5%	-2%
Cc1ccc(C(=O)N/C(=C/c2ccc(Cl)cc2)C(=O)N2CCOCC2)cc1	4%	6%	1%	0%	-7	1%	-27%
Cc1ccc(-c2nc(NCc3ccco3)c3ccccc3n2)cc1	-42%	1%	1%	5%	-14	2%	?
COc1ccc(C[C@H]2CN3C(=NC[C@@H]3C)N2CCNC(=O)CCC2CCCCC2)cc1	24%	-4%	0%	-2%	-6	4%	-1%
CCOC(=O)c1cccc(NC(=S)NC(=O)c2cccnc2)c1	39%	26%	-5%	4%	13	3%	-5%
O=C(Nc1ccc(S(=O)(=O)N2CCOCC2)cc1)c1cccs1	-23%	-20%	2%	9%	5	-4%	5%
Clc1ccc(OCCn2ccnc2)c2ccccc12	nt	9%	7%	1%	-35	13%	nt

A few values from the list.
HCMV inh with `COc1ccc(CN(C(=O)c2snc(C(N)=O)c2N)C(C(=O)NC2CCCC2)c2cc(OC)ccc2OC)cc1` (stereo unspecified) : 19
HCV inh with `COc1ccc(C[C@H]2CN3C(=NC[C@@H]3C)N2CCNC(=O)CCC2CCCCC2)cc1` : -1%
AMA1 RON2 block with `Cc1ccc(C(=O)N/C(=C/c2ccc(Cl)cc2)C(=O)N2CCOCC2)cc1` : 6%
AMA1 RON2 block with `Clc1ccc(OCCn2ccnc2)c2ccccc12` : 9%
HCMV inh with `CN(CC(=O)NCc1ccccc1)S(=O)(=O)c1ccc2[nH]c3c(c2c1)CCCC3` : -23
AMA1 RON2 block with `O=C(Nc1ccc(S(=O)(=O)N2CCOCC2)cc1)c1cccs1` : -20%
AmpC inh detg with `Cc1ccc(-c2nc(NCc3ccco3)c3ccccc3n2)cc1` : 5%

(list continues)
SMILES	AmpC no deterg	AMA1 RON2 block	Tb PYK inh	AmpC inh detg	HCMV inh	LmPK inhibitor	HCV inh
CCOc1ccc(/C=C2\SC(=S)N(CC(=O)N(CCO)C(C)(C)C)C2=O)cc1	2%	1%	0%	-1%	?	8%	-25%
Cn1cc(C(=O)NCc2ccc(F)cc2)cn1	-23%	-20%	-20%	5%	-37	0%	10%
O=C1CC(c2cccc(O)c2)Oc2ccccc21 (stereo unspecified)	-11%	-10%[11.6 µM]	3%	4%	-18	nt	-18%
Cc1ccc(C)c(NC(=O)CCN2CCN(CCO)CC2)c1	-17%	12%	1%	-21%	-31	12%	8%
Cc1ccc(SCc2ccc(C(=O)Nc3cccnc3)cc2)cc1	-17%	-2%[11.6 µM]	-1%	?	-23	-2%	-20%
Cc1cc(C)cc(NC(=O)Cn2nnc(C(=O)NCc3ccco3)c2N)c1	-19%	-1%	3%&0%	0%&0%	-2&12	0%	-13%
Cc1csc(=O)n1CCC(=O)OCc1nnc(-c2ccc([N+](=O)[O-])cc2)o1	-7%	4%	3%	-1%	15	nt	3%
COc1cc(C(=O)NCCNC(=O)c2ccco2)cc(OC)c1OC	nt	-3%	-11%	nt	-19	nt	-16%
O=[N+]([O-])c1ccc(NN=C(Oc2ccccc2)c2ccc([N+](=O)[O-])cc2)cc1	nt	11%	-7%	nt	-70*	nt	nt
COc1ccc(N=Cc2c(O)n(C)c(=O)n(C)c2=O)cc1	-9%	16%	-2%	4%	-26	?	10%

As a working copy, 2 of the compounds above:
SMILES	AmpC no deterg	AMA1 RON2 block	Tb PYK inh	AmpC inh detg	HCMV inh	LmPK inhibitor	HCV inh
CCOc1ccc(/C=C2\SC(=S)N(CC(=O)N(CCO)C(C)(C)C)C2=O)cc1	2%	1%	0%	-1%	?	8%	-25%
Cn1cc(C(=O)NCc2ccc(F)cc2)cn1	-23%	-20%	-20%	5%	-37	0%	10%

More compounds follow:
SMILES	AmpC no deterg	AMA1 RON2 block	Tb PYK inh	AmpC inh detg	HCMV inh	LmPK inhibitor	HCV inh
N#CCCSC(=S)C1CCCC1=N (stereo unspecified)	nt	90%[activator]	0%	nt	-11	nt	nt
Cc1ccsc1C(=O)N1CCC1(C)C(=O)NS(=O)(=O)c1ccccc1C(F)(F)F (stereo unspecified)	nt	9%	1%	nt	20	nt	nt
CCCc1cc(=O)n2nc(N3CCC(C(=O)N4CCN(c5cccc(OC)c5)CC4)CC3)sc2n1	176%[activator]	20%	1%	1%	-70*	0%	?
COc1cc2c(cc1OC)CN(CC(=O)NC(=O)NC(C)(C)C)CC2	-1%	0%	2%	5%	73	2%	22%
Cc1cccc(C)c1NC(=O)c1ccc2sc([C@@H]3O[C@H](CO)[C@H](O)[C@H](O)[C@H]3O)nc2c1	nt	4%	3%	nt	67	nt	nt
Cc1ccc(-c2ccc(CCC(=O)O)n2NC(=O)c2ccc([N+](=O)[O-])cc2)cc1	-15%	-19%	13%	6%	-37	1%	14%
CCCCc1nn2c(=O)cc(COC(=O)c3ccccc3NC(=O)c3cccs3)nc2s1	nt	nt	0%	11%	17	nt	nt
COc1ccc(-c2ccc(C(=O)Nc3cccc(Oc4ccccc4)c3)c3occc23)c(C)c1	nt	4%	2%	nt	?	nt	nt
Cc1ccc(C)c(N(C(=O)c2csnn2)C(C(=O)NC2CCCC2)c2ccncc2)c1 (stereo unspecified)	-7%	12%	2%	?	-13	1%	-5%
O=C(NCC1CCCCC1)C1(CC2CC(c3cccc(Br)c3)=NO2)CCNCC1 (stereo unspecified)	164%[activator]	6%	-8%	6%	-27	2%	?
Cc1cc(N2CCCC(C(=O)Nc3cccc4ccccc34)C2)n2ncnc2n1 (stereo unspecified)	54%	0%	5%	7%	-69*	-1%	?

Part of the list above, showing only LmPK inhibitor:
| smiles | LmPK inhibitor |
| --- | --- |
| Cc1ccc(C)c(N(C(=O)c2csnn2)C(C(=O)NC2CCCC2)c2ccncc2)c1 (stereo unspecified) | 1% |
| O=C(NCC1CCCCC1)C1(CC2CC(c3cccc(Br)c3)=NO2)CCNCC1 (stereo unspecified) | 2% |
| Cc1cc(N2CCCC(C(=O)Nc3cccc4ccccc34)C2)n2ncnc2n1 (stereo unspecified) | -1% |
